INS-1E GSIS act: GLuc luminescence reporter in INS-1E cells, primary screen for activators of glucose-dependent secretion of insulin; INS-1E GLuc reporter insulin secretion, 2-3 h; activation, % at 16.6 µM; 370,000 compounds, 0.61% hits;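 active means lowest replicate activation of at least 40%, so every replicate reaches that level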;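 further: 0% = median of neutral control wells and 100% = median of IBMX positive control wells; some compounds called inactive have numbers as strong as hits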
C2C12 statin: protects C2C12 myotubes from simvastatin toxicity | 330,000 compounds, 0.78% hits | ATP luminescence, 48 h; scaled: DMSO 0, geranylgeraniol control 100 | rescue of ATP level, % at 7.49 µM | AID 602340;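 active means mean ATP rescue above about 67%, or every replicate alone reaching that limit, limit read from the data, passing the limit was not always enough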;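 further: myotubes were challenged with 10 µM simvastatin during compound exposure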
PglD DTNB: blocks C. jejuni PglD acetyltransferase activity. 360,000 compounds, 0.098% hits. inhibition, % at 12.5 µM. AID 602405. purified PglD enzyme, DTNB colorimetric CoA detection; in the data active means inhibition above about 16%, passing the limit was not always enough; further: strong numbers were not always called active
PGC1a acetyl inh: modulators of PGC1a acetylation; 350,000 compounds, 0.17% hits; inhibition, % at 15.6 µM; AID 651687; U2OS PGC1a acetylation, AlphaScreen anti-acetyl-lysine; with virally co-expressed GCN5 acetyltransferase;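 active means every replicate shows inhibition of at least 40%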;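 further: 0% = neutral control wells and 100% = positive control wells; some results beyond the cut were filed as inactive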
LGR2 antag: blocks bursicon-induced cAMP signaling via Drosophila LGR2; inhibition, % at 9.99 µM; HEK293 LGR2, CRE-luciferase, bursicon-stimulated, 4 h; 380,000 compounds, 0.35% hits; AID 720647;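 active means drop in luminescence signal, shown as inhibition above about 50% in the replicate tests, limit read from the data, passing the limit was not always enough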;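 further: agonist challenge used bursicon conditioned medium at about half maximal strength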
PAX8 reporter: inhibitors of PAX8 transcriptional activity in RMG-I cells. RMG-I TPO-luciferase reporter, SteadyGlo, 24 h. inhibition, % at 12.6 µM. 360,000 compounds, 1.2% hits. AID 652154;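 active means mean replicate inhibition at least 60% with every replicate also reaching 60%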;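 further: luciferase light reporting Pax8 driven TPO promoter activity; plate controls were median of neutral control wells for no effect and mitoxantrone controls for full effect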
ARNT TACC3 PPI: disrupts binding between human ARNT and TACC3 | Q9Y6A5 | AlphaScreen His-ARNT PAS-B/GST-TACC3 binding, luminescence; TACC3 fragment carries E629A point mutation | 390,000 compounds, 0.66% hits | inhibition, % at 9.99 µM;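 active means mean inhibition of replicates at least 50% and at least half of replicates each reaching 50%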;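 further: 0% = complete ARNT plus TACC3 wells and 100% = ARNT alone without TACC3; many hits fall short of the cut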
Cneo AK release: causes C. neoformans cell lysis | adenylate kinase release luminescence, 4 h; normalised: neutral wells 0, clomiphene wells 100 | lysis activity, % at 15 µM | 360,000 compounds, 0.2% hits | AID 651654;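 active means mean lysis activity across replicates of at least 80%, whatever share of replicates individually reach that level; inactive means mean lysis activity below 80%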
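Assay system: Cryptococcus neoformans yeast cells / Dosing: single-point compound dose / Timing: 4 h at 37 °C static, read 1 h later / Measured by: luminescence of released adenylate kinase using an AK detection reagent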
* marks the source's active call; other numbers are inactive results; . = not tested or not shown. Compounds as they come; overall some 2.9% were active at least once.

Results follow in this order: INS-1E GSIS act	C2C12 statin	PglD DTNB	PGC1a acetyl inh	LGR2 antag	PAX8 reporter	ARNT TACC3 PPI	Cneo AK release
S=c1[nH]nc(-c2ccccn2)n1/N=C/c1ccc(Br)s1
    5	.	.	.	1	17	99*	.
Cc1onc(-c2ccccc2)c1NC(=O)N(CCC#N)Cc1ccccc1
    -11	.	5	-2	5	-6	-1	0
C=CC#CC[N+]1(CC#Cc2ccccc2)CCOCC1
    41	20	.	-4	.	12	8	.
O=C(NC1CC1)C1CC(=O)N(c2cccc(Cl)c2Cl)C1 (configuration not stated)
    0	1	-3	-1	5	18	-2	0
O=[N+]([O-])c1ccccc1S(=O)(=O)Nc1ccn(Cc2c(F)cccc2Cl)n1
    15	-1	6	.	-16	2	-2	1
CN(c1cccc(NC(=O)c2ccccc2N(C)S(=O)(=O)c2ccccc2)c1)S(C)(=O)=O
    4	.	.	7	3	12	2	.
COc1ccc(C2C(C(=O)c3sc(C)nc3C)=C(O)C(=O)N2CCN(C)C)cc1OC (configuration not stated)
    .	.	3	-3	.	.	2	-1
COc1cccc(S(=O)(=O)N(C)C[C@@H]2Oc3ncc(C#CCN(C)C)cc3C(=O)N([C@@H](C)CO)C[C@@H]2C)c1
    26	-8	0	1	18	.	3	0
OC(CNCCN1CCNCC1)Cc1ccccc1 (configuration not stated)
    0	-4	-3	-3	-12	-14	9	0
Oc1ccc(Cl)cc1CNCc1cccc2ccccc12
    -16	-3	-3	-3	-2	-45	-2	-11
CCCCn1c(N)c(N(CC(C)C)C(=O)c2ccc(Br)o2)c(=O)[nH]c1=O
    2	1	1	.	11	-13	4	0
CCC[C@H]1CC(=O)C=C(c2ccc(OC)cc2)ON1C(=O)OC(C)(C)C
    -8	7	-4	.	-21	16	8	1
CN1CCn2cnc(C(=O)Nc3ccc(CNC(=O)OC(C)(C)C)cc3)c2C1=O
    -6	1	3	.	18	6	.	0
O=C(NC(=S)NC1CCSC1=O)c1ccccc1Cl (configuration not stated)
    .	11	-6	-1	.	-17	.	3
Cc1cccc(N2N=C(C(=O)O)CCC2=O)c1
    4	6	5	4	7	11	14	8
COC(=O)C(C(=O)Nc1nc2ccccc2s1)C1CCCC1 (configuration not stated)
    -10	-7	1	-3	-22	14	.	2
CN1C(=S)SC(C)(C)C1/[N+]([O-])=C/c1cccnc1 (configuration not stated)
    .	21	2	8	.	.	-4	0
CC(C)c1ccc(C2C(C(=O)c3ccco3)=C(O)C(=O)N2CC2CCCO2)cc1 (configuration not stated)
    16	1	5	-13	11	2	13	-1
C[C@@H]1CN([C@H](C)CO)C(=O)c2cc(NC(=O)CCC(F)(F)F)ccc2O[C@H]1CN(C)Cc1ccc(Oc2ccccc2)cc1
    -12	.	11	2	-3	.	3	5
CN1CCCCCC1C(=O)N1CCC(N2CCC(C(=O)N3CCOCC3)CC2)CC1 (configuration not stated)
    49*	-11	6	-6	-2	-23	-4	3
Cc1nnc(SCC(=O)NC(=O)NCCC(C)C)s1
    0	.	.	-9	-18	9	-4	.
CC1CC(C)CN(S(=O)(=O)N2CCCC(C(=O)NC(C)c3ccccc3)C2)C1 (configuration not stated)
    2	13	-4	1	2	-10	2	-3
Cc1nc2c(ncn2-c2ccccc2)c(=O)n1NC(=O)CN1CCN(C)CC1
    4	.	.	.	8	17	-5	.
CCC(=O)Nc1ccc2c(c1)OC[C@H](C)N(C(=O)c1ccncc1)C[C@@H](C)[C@H](OC)CN(C)C2=O
    6	4	4	.	20	-4	-3	40
Cc1ccc(OC(=O)c2ccc(Br)o2)cc1
    .	3	2	-1	.	.	-1	5
CCOc1ccc(/C(CCC(=O)O)=N/NC(=O)c2cccc(S(=O)(=O)Nc3ccccc3OC)c2)cc1
    -3	3	-6	3	-3	-8	2	0
O=C(Nc1ccc(NC(=O)c2ccco2)cc1)c1ccco1
    5	-11	-1	.	-27	-85	-10	-1
Cc1nn(CC(=O)N(C)C)c(C)c1S(=O)(=O)N1CCOCC1
    12	6	0	.	11	-13	0	1
CC(=O)N1c2ccc(S(=O)(=O)NCCc3ccc(S(N)(=O)=O)cc3)cc2CC1C (configuration not stated)
    10	5	5	2	8	-7	-10	8
O=C(N/N=C/C=C/c1ccccc1[N+](=O)[O-])c1cc(-c2ccccc2)n[nH]1
    -8	.	.	.	-16	15	7	.
COc1ccc(NC(=O)C(=O)c2cn(CC(=O)N3CCCC3)c3ccccc23)cc1OC
    -6	-7	-1	-5	-5	29	6	0
Cc1ccc(Cl)cc1NC(=O)CCC(=O)O
    8	.	.	.	8	8	-22	.
O=C(c1ccccc1F)N1CC[C@@H]2[C@H]1c1cc(-c3ccccc3)ccc1N[C@@H]2CO
    -7	10	0	-8	-20	0	-6	-8
CCC1N=C(SC)NC(C)=C1C(=O)c1ccccc1 (configuration not stated)
    5	.	.	.	-11	1	-5	.
CCOC(=O)c1c(NC(=O)CSc2ncccn2)sc2c1CC(C)(C)NC2(C)C
    -8	13	10	-10	-18	4	0	2
C[C@H](CO)N1C[C@H](C)[C@@H](CN(C)Cc2ccc(C(F)(F)F)cc2)Oc2c(NC(=O)c3nc4ccccc4s3)cccc2C1=O
    5	-47	4	26	11	.	16	0
CCCC(=O)N(Cc1cc(=O)[nH]c2ccccc12)c1ccccc1
    16	-1	.	.	23	14	-3	.
COc1ccc(NC(=O)N(C)C[C@@H]2OCCCC[C@H](C)Oc3ccc(NC(=O)Nc4ccc(C(F)(F)F)cc4)cc3C(=O)N([C@@H](C)CO)C[C@@H]2C)cc1
    -12	8	-3	-4	9	46	7	2
Cc1cccc(NC(=O)c2ccc3c(c2)C(=O)N(c2ccccn2)C3=O)c1C
    9	.	-2	-8	23	.	-5	0
CN(C)CCCN1C(=O)c2cccc3c([N+](=O)[O-])ccc(c23)C1=O
    -29	.	.	.	-12	16	6	.
C[C@H]1CN([C@@H](C)CO)C(=O)c2cccc(NS(=O)(=O)c3ccc(Cl)cc3)c2O[C@H]1CN(C)Cc1ccc(C(=O)Nc2ccccc2N)cc1
    10	.	1	-5	8	.	2	-3
CCOC(=O)C1Nc2c(cc(C(F)(F)F)cc2[N+](=O)[O-])C2c3ccccc3CC12 (configuration not stated)
    5	7	-7	-11	-13	22	6	-1
CC(=O)Nc1ccc(-c2ccnc3c2CC(C)(C(=O)NCc2ccc(N(C)C)cc2)O3)cc1 (configuration not stated)
    0	2	-6	-10	4	21	.	-1
CCN(CC)CCNC(=O)COc1ccc(Cl)cc1Cl
    3	-2	1	3	-6	.	-3	-1
CC(=O)Nc1ccc(S(=O)(=O)NCCC(=O)NCc2ccncc2)cc1
    -4	-2	-1	-7	-9	0	-4	1

Exported bar-delimited: part of the list above.
SMILES | INS-1E GSIS act | C2C12 statin | PglD DTNB | PGC1a acetyl inh | LGR2 antag | PAX8 reporter | ARNT TACC3 PPI | Cneo AK release
CC(=O)Nc1ccc(-c2ccnc3c2CC(C)(C(=O)NCc2ccc(N(C)C)cc2)O3)cc1 (configuration not stated) | 0 | 2 | -6 | -10 | 4 | 21 | . | -1
CCN(CC)CCNC(=O)COc1ccc(Cl)cc1Cl | 3 | -2 | 1 | 3 | -6 | . | -3 | -1
CC(=O)Nc1ccc(S(=O)(=O)NCCC(=O)NCc2ccncc2)cc1 | -4 | -2 | -1 | -7 | -9 | 0 | -4 | 1

(cont.)
Results follow in this order: INS-1E GSIS act	C2C12 statin	PglD DTNB	PGC1a acetyl inh	LGR2 antag	PAX8 reporter	ARNT TACC3 PPI	Cneo AK release
Cc1cc(C(=O)NCCc2ccc(S(N)(=O)=O)cc2)no1
    4	.	.	9	6	23	-5	.
Cc1cc(C(=O)Nc2cccc3c2O[C@@H](CN(C)CC2CCCCC2)[C@H](C)CN([C@H](C)CO)C3=O)n(C)n1
    16	-56	0	6	-5	12	-8	0
COc1cc(CNc2cccc(F)c2)cc(Br)c1O
    0	4	-1	6	-7	.	-2	-1
COC(=O)c1ccc(C)cc1C1CN=NC12Cc1cc(C)ccc1C2=O (configuration not stated)
    -14	.	.	.	5	37	1	.
CCN(CC)CCN(C(=O)c1cc2c(ccc3ccccc32)oc1=O)c1nc2cc3c(cc2s1)OCCO3
    -45	-19	-7	.	-22	-27	0	3
O=C(c1ccncc1)N1CC[C@@H]2[C@H]1c1cc(-c3ccccc3)ccc1N[C@@H]2CO
    11	-21	3	-1	-13	-9	-8	33
CN(C)C(=O)c1cccc(-c2ccc([C@H]3[C@H](CO)N4CCCCN(Cc5cccnc5)C[C@@H]34)cc2)c1
    4	.	-1	-1	22	-28	-9	-1
Cc1ccc(S(=O)(=O)CCC(=O)Nc2cccc(Cl)c2)cc1
    7	108*	-1	-7	0	19	5	-1
COc1ccc2c3c([nH]c2c1)[C@@H](CO)N(C(=O)NC(C)C)CC31CN(Cc2ccccc2)C1
    -10	.	.	4	6	6	.	.
COc1ccc(C(=O)NCCc2ccc(C)cc2)cc1OC1CCN(C(C)=O)CC1
    7	4	-1	-6	4	11	2	4
CC(C)C(NC(=O)C(C)N1C(=O)c2ccccc2C1=O)c1ccccc1 (configuration not stated)
    -17	18	3	-40	-3	-5	0	0
Cc1ccc(-c2cnc(C(O)c3ccc(Cl)c(Cl)c3)[nH]2)cc1 (configuration not stated)
    .	5	3	-9	-12	-6	.	6
CN(C)C(=O)CCc1ccc2c3c([nH]c2c1)[C@]1(CCC2CCCC2)[C@@H](C(=O)N2CCOCC2)C[C@H](CC(=O)NCCc2ccccn2)C(=O)N1CC3
    .	10	-1	-2	-17	3	4	1
O=C(Cn1cc(C(F)(F)F)ccc1=O)N/N=C/c1ccccc1
    1	.	.	6	3	31	-5	.
CCCCn1nc(C(=O)Nc2ccc3c(c2)OCCO3)c2ccccc2c1=O
    .	-25	3	-2	-12	14	2	-1
C[C@H](CO)N1C[C@H](C)[C@@H](CN(C)C(=O)Nc2ccccc2)Oc2ccc(NC(=O)c3ccncc3)cc2CC1=O
    22	-5	9	7	8	-4	-10	-1
N#CC1=C(N)Oc2cc(O)ccc2C1c1ccccc1 (configuration not stated)
    .	28	-10	-11	.	3	-3	2
Cc1cc(Nc2cccc(Br)c2)c2ccccc2n1
    -3	.	.	-18	18	1	-11	.
O=C1NCCCc2nc(Oc3ccccc3)sc21
    .	1	-2	8	.	.	-1	1
COc1ccccc1-c1ccc([C@@H]2[C@H](CO)N3CCCCN(C(=O)NC4CCCC4)C[C@@H]23)cc1
    -9	-10	5	-10	0	-17	8	-4
COC(=O)c1cnc(Nc2nc(C(N)Cc3ccc(OC)cc3)cs2)nc1C(F)(F)F (configuration not stated)
    -19	7	1	0	5	-23	.	3
C[C@@H]1CN([C@H](C)CO)C(=O)c2cccc(NS(=O)(=O)c3cccs3)c2O[C@H]1CN(C)S(=O)(=O)c1ccccc1
    6	49	0	3	3	.	1	3
O=S(=O)(CC(CN1CCCCC1)N1CCCCC1)c1ccc2ccccc2c1 (configuration not stated)
    17	.	.	15	50*	31	-2	.
COc1ccc(N(S(=O)(=O)c2ccccc2)S(=O)(=O)c2ccccc2)c(N)c1
    -24	6	-1	.	7	38	-2	0
C[C@@H](NC(=O)C[C@@H]1CC[C@H](NS(=O)(=O)c2cccc(F)c2)[C@H](CO)O1)c1ccccc1
    -5	1	4	-3	-10	.	-4	4
CC(=O)Nc1ccc(NC(=O)COC(=O)c2ccc(S(=O)(=O)N(C)c3ccccc3)cc2)cc1
    .	0	-2	-1	7	7	-4	1
COc1ccc(Oc2ncccc2NC(=O)c2cccc(C)c2C)cc1
    -6	7	-1	-4	4	-5	-8	2

From PubChem BioAssay
